# Screening data from PubChem.
# CHOP inh: inhibitors of CHOP induction in ER stress response. CHO-K1 CHOP-promoter luciferase, tunicamycin-induced, 15-18 h. inhibition, % at 10 µM. 220,000 tested, 3.8% active. AID 2732;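 active = compounds that reduced the stress-induced luciferase reporter signal by more than about 70% of percent inhibition, limit read from the data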;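 note: 0% = tunicamycin plus vehicle and 100% = wells without tunicamycin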
# PPC-1+TRAIL kill: compounds killing PPC-1 cancer cells with TRAIL present (potentiator screen, no TRAIL-free arm); PPC-1 cells + TRAIL, ATPLite viability luminescence; cell killing (% activity), % at 4 µM; 220,000 tested, 0.41% active;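 active = cell killing above 50% in the first pass at 4 µM, then a duplicate retest at 5 µM averaging 50% or more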;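 note: plate controls were cells with TRAIL plus DMSO for no effect and medium-only wells lacking cells for full effect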
# TNF death inh: TNF-alpha cell death inhibition in Jurkat FADD-/- cells. 220,000 tested, 0.068% active. activation (protection from cell death), % at 10 µM. Jurkat FADD-/- TNF necroptosis rescue, ATP luminescence, 24 h; 0 = TNF only, 100 = no-TNF cells;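 active = activation, meaning protection from cell death, of at least 50% relative to plate controls; inactive = activation below 50%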;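 note: necroptosis triggered by 40 ng/mL TNF-alpha added together with compound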
# Starred values were filed as active, the others as inactive.
molecule,CHOP inh,PPC-1+TRAIL kill,TNF death inh
COC1=C(C)C(O)=C(C(=O)/C=C/c2ccccc2)C(=O)C1(C)C,1,9,-3.4
COc1ccc(SCCN2CCN(C)CCC2=O)cc1,-21,5,2.4
COc1cccc(C(=O)OCn2nnc3ccccc3c2=O)c1OC,-10,23,0.0
C/C=C(/C)C(=O)Nc1cccc(C2=NOC3(C2)C[C@H](C(N)=O)N(C(=O)COc2ccc(Cl)cc2)C3)c1 (stereo partly specified),18,0,3.3
O=C(/C=C/c1ccccc1)NCCc1ccccc1,-46,7,-5.0
CN1CCC(=O)N(CCSc2ccc(Br)cc2)CC1,-43,9,4.6
CC1(OC(=O)CCc2ccccc2)C(=O)C=C2C=C(c3ccc(C#N)cc3)N(CCc3c[nH]c4ccccc34)C=C2C1=O (stereo unspecified),-19,3,1.2
CCCCCc1cc(=O)oc2c(C(CCN3CCCC(C)C3)c3cc(OC)c(OC)c(OC)c3)c(OC)cc(OC)c12 (stereo unspecified),93*,12,-25
O=C(c1ccccc1)c1ccc2nc(N3CCN(C(=O)c4ccco4)CC3)c3nncn3c2c1,49,30,-8.3
NC(=O)CC(NC(=O)Cc1cccc2ccccc12)c1ccc(NCc2ccccn2)c([N+](=O)[O-])c1 (stereo unspecified),18,-16,0.3
COc1ccc(C2CC(=O)Oc3c(C(CCN4CCN(c5ccccc5)CC4)c4ccc(N(C)C)cc4)c(OC)cc(OC)c32)cc1 (stereo unspecified),-56,-6,2.0
CCCCCC(=O)Cc1cc(O)cc2c1C(=O)Oc1cc(O)c(C(=O)O)c(CCCCC)c1O2,-4,1,2.4
COC(=O)C1=C(C(=O)OC)[C@@H]2Nc3ccccc3[C@@]23C[C@@H](C(=O)OC)N(C(C)=O)C3=N1,-4,3,1.2
CC(C)(O)CCCC(C)(O)c1ccc(C(=O)O)cc1O (stereo unspecified),45,-2,-0.3
COc1ccc([C@H]2Oc3cc(O)cc(O)c3C(=O)C2[C@@H]2C(=O)c3c(O)cc(O)cc3O[C@@H]2c2ccc(OC)cc2)cc1 (stereo partly specified),105*,8,-1.5

# In the list so far, 3 have four or more nitrogen atoms:
molecule,CHOP inh,PPC-1+TRAIL kill,TNF death inh
C/C=C(/C)C(=O)Nc1cccc(C2=NOC3(C2)C[C@H](C(N)=O)N(C(=O)COc2ccc(Cl)cc2)C3)c1 (stereo partly specified),18,0,3.3
O=C(c1ccccc1)c1ccc2nc(N3CCN(C(=O)c4ccco4)CC3)c3nncn3c2c1,49,30,-8.3
NC(=O)CC(NC(=O)Cc1cccc2ccccc12)c1ccc(NCc2ccccn2)c([N+](=O)[O-])c1 (stereo unspecified),18,-16,0.3

# Remaining list, next part:
molecule,CHOP inh,PPC-1+TRAIL kill,TNF death inh
CCN1C(=O)N(S(=O)(=O)C(F)(F)F)[C@@H](c2ccccc2)C(C(=O)OC)=C1C,24,7,-1.8
CCC(=O)Nc1cccc(C2=NOC3(C2)C[C@H](C(N)=O)N(C(=O)CC#N)C3)c1 (stereo partly specified),11,-8,0.1
CCC(C)Nc1nc2c(c(=O)n(C)c(=O)n2C)n1Cc1ccc(Cl)cc1 (stereo unspecified),6,-13,3.0
O=C(C1CCN(S(=O)(=O)c2cccc3cccnc23)CC1)N1CCCC1,2,1,-0.8
C#CCO[C@@H]1C[C@H](n2cnc3c(=O)[nH]c(NC(=O)C(C)C)nc32)O[C@@H]1CO,-13,-5,0.8
CCCCC1=CC2=CC(=O)C(C)(OC(=O)c3cnc4ccccc4n3)C(=O)C2=CO1 (stereo unspecified),11,-12,-0.6
NC(=O)c1ccc2c(=O)n3c(-c4cccs4)csc3nc2c1,29,19,-1.4
CC[C@H]1OC(=O)C[C@@H](O)[C@H](C)[C@@H](O[C@@H]2O[C@H](C)C[C@H](N(C)C)[C@H]2O)[C@@H](CC=O)C[C@@H](C)C(=O)C=C[C@]2(C)O[C@H]2[C@@H]1C,-4,1,-22
CCCCCn1c(CN2CCN(C(=O)c3ccco3)CC2)nc2c1c(=O)n(C)c(=O)n2C,-23,13,1.3
CCCCCCN(C(=O)CCCCCN1C(=O)NC(c2ccc(-c3ccccc3)cc2)C(C(=O)OCc2ccccc2)=C1C)C(C(=O)NCCCC)c1ccc(O)c(C(=O)OC)c1 (stereo unspecified),6,1,0.5
COC(=O)CCCC1=CC2=CC(=O)C(C)(OC(=O)c3cccs3)C(=O)C2=CN1CCCOC(C)C (stereo unspecified),-1,1,-0.3
C=C(C)C(=O)O[C@H]1C/C(C)=C\C(=O)/C=C(\C)[C@H](O)[C@@H]2OC(=O)C(=C)[C@@H]21,107*,25,14
CCCNC(=O)c1c(CSc2ccccc2)noc1C(=O)NCc1ccccc1,66,20,7.0
CC(=O)C1=C(C)N(Cc2ccccc2)C(=O)N[C@H]1c1ccco1,14,10,-1.6
C=CCNC(=O)c1onc(CSc2ccccn2)c1C(=O)NCC=C,14,-8,1.9
COc1ccc(-c2ccc(F)cc2)cc1[C@H]1[C@H]2C=CC[C@@H](C)[C@@H]2C(=O)N1Cc1ccccc1,10,24,-2.3
CCOC(=O)N1CCN(C(c2ccc(Cl)cc2)c2sc3nc(C)nn3c2O)CC1 (stereo unspecified),-8,2,0.9
CC1(c2nnc(-c3ccc(F)cc3)o2)CC(c2ccc(Cl)cc2)=NO1 (stereo unspecified),10,-2,2.6
CC(C)C[C@H](NC(=O)c1nc[nH]c1C(=O)N1CCN(c2ccccc2)CC1)C(=O)OCc1ccccc1,70,-1,2.3
COc1ccc(N2CCN(C(c3ccccc3)c3sc4nc(C)nn4c3O)CC2)cc1 (stereo unspecified),15,-3,-0.5
COc1cc(CCCN2C(N)=NC[C@@H]2Cc2ccc(O)cc2)cc(OC)c1OC,6,-6,0.0
O=C(Nc1ccccc1)C1=C[C@H](c2ccc(C(F)(F)F)cc2)C[C@H](OCc2ccc(CO)cc2)O1,26,4,4.9
NC(=O)[C@H]1CC2(CC(c3cccc(NC(=O)[C@H]4CCC(=O)N4)c3)=NO2)CN1C(=O)CC(c1ccccc1)c1ccccc1 (stereo partly specified),3,4,-0.1
CN(C)c1ccc(-c2ccc([C@H]3[C@@H]4C=CCC[C@@]4(C)C(=O)N3Cc3ccccc3)c(F)c2)cc1,39,19,-0.9
COC(C[C@H]1O[C@@H]1[C@@H](O)COCc1ccccc1)OC,9,14,1.7
C[C@H](NC(=O)c1nc[nH]c1C(=O)N1CCc2ccccc2C1)C(=O)OCc1ccccc1,7,-6,0.2
NC(=O)CC(NC(=O)c1ccccc1)c1ccc(NC2CCCC2)c([N+](=O)[O-])c1 (stereo unspecified),29,14,-0.3
CC(C)C(=O)N1CCC2(CC1)Oc1ccc(F)cc1C(=O)C21CC(c2ccc(Cl)cc2)=NO1 (stereo unspecified),16,8,3.8
Clc1ccc(C2[C@H]3CN(CC4CCCCC4)[C@H](c4ccccc4)C34CC2(c2ccccc2)C4)cn1 (stereo partly specified),1,3,-0.6
COC(=O)CCCC1=CC2=C(c3ccccc3)C(=O)C(C)(OC(=O)C3CCCC3)C(=O)C2=CN1Cc1ccco1 (stereo unspecified),-29,4,0.9

# Structural class, the compounds so far with a nitro group on carbon.
molecule,CHOP inh,PPC-1+TRAIL kill,TNF death inh
NC(=O)CC(NC(=O)Cc1cccc2ccccc12)c1ccc(NCc2ccccn2)c([N+](=O)[O-])c1 (stereo unspecified),18,-16,0.3
NC(=O)CC(NC(=O)c1ccccc1)c1ccc(NC2CCCC2)c([N+](=O)[O-])c1 (stereo unspecified),29,14,-0.3

# More results.
molecule,CHOP inh,PPC-1+TRAIL kill,TNF death inh
COc1ccc(C(CCN2CCCC(C)C2)c2c(OC)cc(OC)c3c(-c4ccccc4)cc(=O)oc23)cc1 (stereo unspecified),-27,4,-15
CC(C)(C)OC(=O)NCCCC[C@H](NC(=O)c1nc[nH]c1C(=O)N1CCN(c2ccccc2)CC1)C(=O)OC(C)(C)C,22,7,0.8
Cc1nc(-c2ccccc2)sc1C1(C)CC(c2ccc([N+](=O)[O-])cc2)=NO1 (stereo unspecified),3,34,1.4
COc1cccc(-c2nnc(NC(C)=O)o2)c1,-13,10,1.5
O=C(Nc1nnc(-c2ccccc2)o1)c1nc2ccccc2s1,-19,-4,3.8
COc1ccc(C2/C=C\CN(S(=O)(=O)c3ccc(-c4ccccc4)cc3)CC(=O)N2Cc2ccc(F)cc2)cc1 (stereo unspecified),3,-6,2.9
CCC(C)C(=O)OCC1(c2ccc(C)cc2OC(=O)C(C)C)CO1 (stereo unspecified),-31,18,-6.0
NC1=NC[C@H](CC2CCCCC2)N1CCc1cc(C(F)(F)F)cc(C(F)(F)F)c1,94*,12,-27
COc1cc(C(CCN2CCCC2)c2c(OC)cc(OC)c3c(C)cc(=O)oc23)cc(OC)c1OC (stereo unspecified),18,11,0.0
OCC(Cc1ccc2c(c1)OCO2)C(CO)Cc1ccc2c(c1)OCO2 (stereo unspecified),-9,-4,1.8
C=CCOc1cccc(C2c3c(oc4ccc(F)cc4c3=O)C(=O)N2CCCN2CCOCC2)c1 (stereo unspecified),-13,16,2.3
NC(=O)CC(NC(=O)Cc1cccc2ccccc12)c1ccc(N2CCC(Br)CC2)c([N+](=O)[O-])c1 (stereo unspecified),39,-4,1.2
COC(C/C=C/[C@H](O)COCc1ccccc1)OC,15,22,0.6
CCC1=C(OC(=O)N(CC)CC)N2C(=O)OC(=NCc3ccccc3)[C@]2(C)[C@H]2C1=CC[C@H]1C(=O)N(CC)C(=O)[C@H]12,-5,28,2.2
CC1(OC(=O)C2CCCC2)C(=O)C=C2C=C(c3ccsc3)N(C3CCCCC3)C=C2C1=O (stereo unspecified),7,6,-3.0

# Some values from the list:
# Entry for O=C(Nc1nnc(-c2ccccc2)o1)c1nc2ccccc2s1 in TNF death inh: 3.8
# Entry for CC1(OC(=O)C2CCCC2)C(=O)C=C2C=C(c3ccsc3)N(C3CCCCC3)C=C2C1=O (stereo unspecified) in PPC-1+TRAIL kill: 6
# Entry for COc1ccc(C(CCN2CCCC(C)C2)c2c(OC)cc(OC)c3c(-c4ccccc4)cc(=O)oc23)cc1 (stereo unspecified) in PPC-1+TRAIL kill: 4
# Entry for COC(C/C=C/[C@H](O)COCc1ccccc1)OC in TNF death inh: 0.6
# Entry for COc1cccc(-c2nnc(NC(C)=O)o2)c1 in TNF death inh: 1.5
# Entry for COc1ccc(C2/C=C\CN(S(=O)(=O)c3ccc(-c4ccccc4)cc3)CC(=O)N2Cc2ccc(F)cc2)cc1 (stereo unspecified) in CHOP inh: 3
# Entry for NC1=NC[C@H](CC2CCCCC2)N1CCc1cc(C(F)(F)F)cc(C(F)(F)F)c1 in PPC-1+TRAIL kill: 12

# Additional structures follow.
molecule,CHOP inh,PPC-1+TRAIL kill,TNF death inh
CC1(c2nnc(-c3ccncc3)o2)CC(c2c(Cl)cccc2Cl)=NO1 (stereo unspecified),3,0,-1.5
CC(C)n1cnc2c(NCc3ccc(S(N)(=O)=O)cc3)nc(NCc3ccc(S(N)(=O)=O)cc3)nc21,2,3,2.5
CC(C)CCNC(=O)c1onc(CSc2ccc(F)c(F)c2)c1C(=O)NCCC(C)C,58,-3,5.1
Cc1nc2cc(-c3cccc(F)c3)nn2c(C)c1CCC(=O)N1CCN(c2ccccn2)CC1,43,-20,1.9
CCCCC1=CC2=CC(=O)C(C)(OC(=O)CC)C(=O)C2=CN1C(CO)CO (stereo unspecified),15,15,0.6
CN1C(C(=O)NCc2cccc(Br)c2)CC2Cn3c(nc4ccccc43)C21 (stereo unspecified),19,17,0.7
C/C=C\C=C\C(=O)N1CC2(CC(c3cccc(NC(=O)COc4ccc(Cl)cc4)c3)=NO2)C[C@H]1C(N)=O (stereo partly specified),21,-7,-2.5
COc1ccc2cc1Oc1ccc(cc1)C[C@H]1c3cc(c(OC)cc3CCN1C)Oc1c(O)c(OC)cc3c1[C@H](C2)N(C)CC3,-41,25,-27
O=C(NCc1ccccc1C(F)(F)F)C1CC(c2cccc(F)c2)=NO1 (stereo unspecified),0,1,5.3
O=C(O)C[C@@H]1C(=O)O[C@@H]2C(COC(=O)c3cc(O)c(O)c(O)c3)O[C@@H](OC(=O)c3cc(O)c(O)c(O)c3)[C@@H](OC(=O)c3cc(O)c(O)c4c3[C@H]1[C@H](O)C(=O)O4)[C@H]2OC(=O)c1cc(O)c(O)c(O)c1 (stereo partly specified),4,17,0.8
CCSc1nnc(Cc2cc(=O)[nH]c(=O)[nH]2)n1-c1cccc(C)c1,-16,32,0.3
CCN1CCN(C(c2ccccc2)c2sc3nc(C)nn3c2O)CC1 (stereo unspecified),-1,-14,0.4
COC(=O)[C@@H]1C[C@H]2CC[C@H](O)C[C@H]2N1Cc1ccccc1OC(=O)c1cccs1,-2,0,2.9
O=C(N/N=C\c1ccc(F)cc1)c1csnn1,-33,23,-2.7
COc1cc(C(CCN2CCN(c3ccccc3)CC2)c2c(OC)cc(OC)c3ccc(=O)oc23)cc(OC)c1OC (stereo unspecified),-16,6,4.5
COc1cc(C(CCN2CCCCC2)c2c(OC)cc(OC)c3c(-c4ccccc4)cc(=O)oc23)cc(OC)c1OC (stereo unspecified),-3,11,-18
CCCN1CCN(C(=O)CCCn2c(C)c3cnn(-c4ccccc4)c(=O)c3c2C)CC1,-5,32,1.4
C=CCNc1nc2c(c(=O)n(C)c(=O)n2C)n1CC(=C)C,4,4,1.7
CCC(=O)c1ccc(OCC(O)CN2C(=O)NC(C)(C)C2=O)cc1 (stereo unspecified),-14,24,1.4

# Single records, from the list above. Order of values: CHOP inh | PPC-1+TRAIL kill | TNF death inh
# CCC(=O)c1ccc(OCC(O)CN2C(=O)NC(C)(C)C2=O)cc1 (stereo unspecified) reads -14 | 24 | 1.4
# COc1cc(C(CCN2CCCCC2)c2c(OC)cc(OC)c3c(-c4ccccc4)cc(=O)oc23)cc(OC)c1OC (stereo unspecified) reads -3 | 11 | -18

# A portion of the library (hit frequency here may not be typical).
